# Assay outcomes deposited in PubChem by The Scripps Research Institute Molecular Screening Center.
# FBW7 activator = activators of human E3 ligase FBW7 | AlphaScreen FBW7–phospho-cyclin E peptide binding, activator screen | normalized activity (activation), % at 26.1 µM | Q969H0 | 650,000 tested, 0.13% active; in the data active = normalized activity above about 1.9%;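 note: purified mutant Fbw7 with reduced substrate affinity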
# TEAD-YAP block = TEAD-YAP interaction inhibition; 640,000 tested, 1.4% active; inhibition, % at 9.12 µM; HEK-TIYL cells, TEAD-Gal4/YAP UAS-luciferase luminescence; in the data active = inhibition above about 32%;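 note: 0% = median of test compound wells and 100% = reference inhibitor wells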
# GPR151 ag = human GPR151 activation; PathHunter beta-arrestin GPR151 cells, luminescence; activation, % at 11.2 µM; 650,000 tested, 1% active; AID 1508602; in the data active = activation above about 4.9%;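 note: 0% = median of compound wells and 100% = cells with positive control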
# Target sequence (Q8TDV0 whole entry, looked up): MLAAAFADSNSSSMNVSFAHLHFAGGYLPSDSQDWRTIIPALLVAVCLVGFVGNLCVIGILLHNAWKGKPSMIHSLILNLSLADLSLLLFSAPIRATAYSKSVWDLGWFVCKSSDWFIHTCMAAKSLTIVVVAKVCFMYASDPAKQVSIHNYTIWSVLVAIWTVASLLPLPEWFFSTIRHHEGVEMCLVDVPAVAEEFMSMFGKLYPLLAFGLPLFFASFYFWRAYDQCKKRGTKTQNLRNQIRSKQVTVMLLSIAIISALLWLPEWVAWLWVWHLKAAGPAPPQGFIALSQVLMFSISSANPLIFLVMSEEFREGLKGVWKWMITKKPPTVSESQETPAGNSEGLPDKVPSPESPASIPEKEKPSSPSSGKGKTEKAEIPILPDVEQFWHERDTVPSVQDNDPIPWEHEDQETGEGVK
# MITF primary = inhibitors of human MITF | AlphaScreen MITF homodimerization, bead proximity signal | AID 1259374 | 650,000 tested, 0.91% active | O75030 | inhibition, % at 2.6 µM; in the data active = inhibition above about 50%;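 note: 0% = vehicle wells with protein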
# Target sequence (O75030 whole entry, looked up): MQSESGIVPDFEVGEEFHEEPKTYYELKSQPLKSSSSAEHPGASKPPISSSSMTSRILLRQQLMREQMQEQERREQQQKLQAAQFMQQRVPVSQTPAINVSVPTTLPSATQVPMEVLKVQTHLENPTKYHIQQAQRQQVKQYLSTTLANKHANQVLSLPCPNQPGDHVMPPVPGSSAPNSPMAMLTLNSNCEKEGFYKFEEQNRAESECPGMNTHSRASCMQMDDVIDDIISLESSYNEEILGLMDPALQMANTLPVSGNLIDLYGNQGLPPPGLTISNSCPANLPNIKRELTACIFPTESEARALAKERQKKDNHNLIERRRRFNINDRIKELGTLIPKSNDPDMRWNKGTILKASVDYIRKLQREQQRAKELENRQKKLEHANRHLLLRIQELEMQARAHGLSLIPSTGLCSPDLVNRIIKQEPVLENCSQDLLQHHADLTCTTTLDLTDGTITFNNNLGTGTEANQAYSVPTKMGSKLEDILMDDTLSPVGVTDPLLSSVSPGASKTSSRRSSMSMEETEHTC
# * = called active by the depositor; . = no result given; & = joins results of further samples.
SMILES,FBW7 activator,TEAD-YAP block,GPR151 ag,MITF primary
Cc1nc(Nc2nc(-c3ccccc3)cc(=O)[nH]2)nc2ccccc12,-0.2,7,0.3,4
CN(C)S(=O)(=O)n1c(Cc2ccccc2)nc2ccccc21,0.0,8,2.0,2
COc1ccc(CC(=O)Nc2ccc(N(C)C(C)=O)cc2)cc1,0.0,1,4.3,5
O=C(CN1CCOCC1)N/N=C/c1ccc(Br)cc1,0.1,-10,-1.2,-21
CCOC(=O)NC(=C(Cl)Cl)c1ccc(Cl)cc1,0.2,-3,-0.3,5
Cc1ncc(CN2CCCC(C(=O)Nc3ccc(-c4cccc(F)c4)cc3)C2)cn1 (stereo not given),0.0,9,1.6,13
O=C1CCC(C(=O)OCc2cccc(Cl)c2)=NN1,0.0,1,-0.8,3
COC(=O)c1ccc(NC(=O)CC2C(=O)N(c3ccc(F)cc3)C(=S)N2CCc2ccc(OC)c(OC)c2)cc1 (stereo not given),0.3&0.0,-8&12,0.6&1.5,0&-11
CS(=O)(=O)Nc1ccccc1C(=O)NC1CCCCCC1,0.0,0,2.5,9
C/C(=N\Nc1nc(C)cc(C)n1)c1ccc(Br)cc1,-0.4,-3,-0.7,7
Cc1ccc(NC(=O)c2cnc(SCC(=O)NCc3ccccc3)n(C)c2=O)cc1C,0.1,-24,3.2,-4
Cc1nc2ccccc2c(=O)n1-c1cccc(NC(=O)c2cc(Cl)ccc2Cl)c1,0.0,-4,-0.3,8
O/N=C1\CC(O)(C(F)(F)F)Oc2ccc(Cl)cc21 (stereo not given),0.1,7,1.6,2
COc1cc(OC)cc(C(=O)NCC(=O)OC2CCOC2=O)c1 (stereo not given),-0.1,0,0.3,8
O=C(O)c1c(CNCCc2cccs2)c2ccccc2n1Cc1ccc(F)cc1Cl,-0.1,14,-0.6,7
O=C(COC(=O)CCC(=O)c1ccc(F)cc1)Nc1ccc([N+](=O)[O-])cc1C(F)(F)F,0.0,-1,-0.3,-1
Cc1ccc(N2C(=O)/C(=C/c3ccc(Cl)cc3)C=C2c2ccccc2)c(Br)c1,1.4,2,-0.4,13
O=C(/C=C/c1cccc([N+](=O)[O-])c1)Oc1ccc2c(c1)OCO2,0.0,10,1.3,3
CCC(Nc1ncnc2ccccc12)C(=O)O (stereo not given),-0.1,6,-0.3,-1
C=CCc1cc(/C=C2/C(=O)NC(=O)N(c3cccc(C)c3)C2=O)cc(OC)c1O,0.2,-9,0.5,-27
Cc1cccc(N(CC(=O)Nc2ccc3ccccc3c2)S(=O)(=O)c2ccccc2)c1C,0.0,8,1.0,13
Cc1c(Br)cc2nc(-c3ccccc3)c(-c3ccccc3)nc2c1C,0.0,6,0.0,-5
O=C(COc1ccccc1)NCC(=O)N/N=C/c1ccc2c(c1)OCO2,0.0,-42,-2.4,2
COc1ccc(S(=O)(=O)NCC(c2ccc3c(c2)OCO3)N2CCOCC2)cc1C (stereo not given),-0.3,7,1.1,-1
COc1ccc(C(=O)c2oc3ccccc3c2NC(=O)COc2ccccc2C)cc1,0.0,8,0.8,-5
COc1ccc(-c2cc(C(F)(F)F)n3nc(C(=O)Nc4cccc(Cl)c4)cc3n2)cc1,-0.1,6,-2.0,10
COC(=O)c1c(NC(=O)c2cn(C)nc2OC)sc(C)c1C,-0.1,3,0.2,-9
Cc1ccc(C(=O)Nc2cccc(-c3nc4ncccc4o3)c2)cc1Cl,0.1,-17,-0.2,-2
CCCCCCCCCCCCCCCCC/C=C\C(=O)O,.,.,-0.9,-6
O=C(Cn1c(-c2ccccc2)c[n+]2ccsc12)c1ccc([N+](=O)[O-])cc1,-0.1,-22,-1.5,8
OC1CCN(Cc2ccc3c(c2)CN(Cc2cc4ccccc4s2)CCO3)CC1,1.2,6,-0.4,15
Cc1cc(C(=O)O)c(=O)[nH]c1C,-0.1,7,0.4,14
O=C(O)CNC(=O)c1ccccc1NC(=O)c1ccco1,0.1,-3,1.4,-4
CC(=O)CCS(=O)(=O)c1ccc(Cc2ccc(S(=O)(=O)CCC(C)=O)cc2)cc1,-0.1,8,0.7,11
COC(=O)c1cc(S(=O)(=O)n2nc(C)cc2C)c(N2CCCC2)cc1N1CCCC1,0.1,1,0.4,8
Cc1cc2cc3c(N)c(C(=O)Nc4nc(C)c(C)s4)sc3nc2cc1C,46*,-16,1.5,-3
CN(Cc1ccccc1)S(=O)(=O)c1ccc2[nH]cc(C(=O)NCC3CCCO3)c(=O)c2c1 (stereo not given),-0.1,12,1.0,4
CCOC(=O)c1c(-c2ccccc2)oc2c1cc(OC(=O)c1ccc(S(=O)(=O)N3CCOCC3)cc1)c1ccccc12,-0.1,11,-0.8,-17
N#Cc1ccccc1NC(=O)COC(=O)c1cccnc1,-0.1,-19,-1.1,7
N#Cc1ccc(NN2C(=O)CCC2=O)c([N+](=O)[O-])c1,0.0,-3,0.1,4
Oc1ccc(Cl)cc1/C=N/c1nccs1,0.1,-1,-1.0,9
Cc1ccc(-n2nc3cc(C)c(NC(=O)c4cccs4)cc3n2)cc1,0.2,-4,2.2,-2
CS(=O)(=O)N(CC(=O)NC1CC1)c1ccc(F)c(Cl)c1,0.0,1,5.6*,-5
CC(=O)Nc1ccc(Nc2nc(Nc3ncccn3)nc3c2ncn3-c2ccsc2)cc1,0.4,50*,-1.5,1
O=C1/C(=C/c2ccccn2)SC(=S)N1C1CCCC1,0.0,2,-0.4,5
CC/C(Cc1ccccc1)=N\NC(=O)c1ccncc1,0.0,2,-0.8,0
CCOC(=O)c1c(-c2ccc(OC)cc2)oc2ccc(OCc3ccccc3)cc12,0.2,5,0.2,16
CC(C)C[C@H]1C(=O)N2CCN(CCCc3ccccc3)C[C@@H]2C(=O)N1C,0.2,-17,1.4,-9
COCc1ccc(CN2CCCC(N(C)CCc3ccccc3)C2)o1 (stereo not given),-0.2,-8,5.1*,6
O=C(COc1cc(Cl)c(Cl)cc1Cl)Nc1nccs1,0.1,59*,-1.1,4
CC(NC(=O)c1cccs1)c1ccccc1 (stereo not given),-0.3,-72,-2.8,8
O=C(c1ccoc1)N1CCC2(CC1)OCc1cc(-c3cccc(F)c3)ccc1O2,0.3,-8,-0.1,16
COc1ccc(C(=O)N2CCN(S(=O)(=O)N3CCOCC3)CC2)cc1OC,0.2,9,-1.1,16
Cc1cc(-c2csc(N)n2)c(C)n1-c1ccc2c(c1)OCCO2,-0.3,14,0.1,1
NC(=O)NC(=O)/C=C/c1cccc([N+](=O)[O-])c1,-0.1,3,-0.1,-1
c1ccc(CNc2nnc(SCc3nnc(-c4ccccc4)o3)s2)cc1,0.2,-3,1.1,8
Cc1occc1-c1nn(Cc2ccccc2C#N)c(=O)o1,-0.3,7,1.3,-2
COc1ccc(C)cc1NC(=O)C(Sc1nnc(-c2cccnc2)n1N)c1ccccc1 (stereo not given),-0.2,-2,2.5,2
COc1cccc(C2=N/C(=C\c3cccnc3)C(=O)O2)c1,0.1,-4,-0.1,-2
COc1ccc(S(=O)(=O)n2nc(-c3ccc(Cl)cc3)cc2N)cc1,0.2,1,0.6,-4

# Carrying on.
SMILES,FBW7 activator,TEAD-YAP block,GPR151 ag,MITF primary
CCCN(C1CCN(C)CC1)S(=O)(=O)c1cccc(C(F)(F)F)c1,0.6,1,-0.2,14
Cc1cccnc1NC(=S)NC(C)C,-0.2,-17,1.6,0
C/C(=N/Nc1c([N+](=O)[O-])c(C)nn1C)c1ccc(Cl)s1,0.0,6,0.3,3
CC(C)(C)N1C(=O)C2C(c3ccccc3)C3C=CC2(O3)C1C(=O)NC1CCCC1 (stereo not given),-0.1,-3,0.4,-10
COCCn1c(=O)n(CC(=O)Nc2ccc(F)cc2)c2cccnc21,0.3,-1,1.0,-3
COc1ccc(-c2cccc(C(=O)NCc3nc4ccccc4[nH]3)n2)cn1,-0.1,0,0.0,2
O=C(/C=C/c1ccco1)NCC1(c2ccccc2)CCCC1,-0.3,3,4.5,13
O=C(CSc1nnnn1Cc1ccccc1)Nc1c(Cl)cccc1Cl,0.0,-8,0.6,4
CC(=O)CN1C2=NCCCN2c2ccccc21,0.0,-1,0.0,-2
COc1ccc(/C=C2\C=C(c3ccccc3)N(c3ccc(Cl)cc3)C2=O)cc1Br,1.1,-19,-0.7,24
O=C(Nc1nc(-c2ccncc2)cs1)c1ccc(Oc2ccccc2)cc1,0.0,12,-0.6,3
O=C(Nc1cccc(C(F)(F)F)c1)c1cccs1,0.3,10,-0.6,1
Cc1ccc(S(=O)(=O)Nc2cc(-n3c(C)nc4ccccc4c3=O)ccc2F)cc1C,1.2,-5,1.5,2
COc1cccc(C(=O)/C=C/Nc2ccccc2OC)c1,0.1,64*,-6.5,2
CCOc1cc(-c2nnc(SCC(=O)Nc3ccccc3C(F)(F)F)nc2-c2ccc(OC)c(OCC)c2)ccc1OC,0.5,3,0.0,3
O=C1CCCN1CCCNc1nc(N2CCCC2CO)nc2nc[nH]c12 (stereo not given),0.1,-14,1.1,12
COc1ccc(/C=C(/NC(=O)c2ccco2)C(=O)NC(CC(C)C)C(=O)O)cc1 (stereo not given),0.3,1,1.0,8
CCCCSc1nnc2c(n1)OC(c1ccccn1)Nc1ccccc1-2 (stereo not given),-0.2,-5,0.1,-4
COc1ccccc1NC(=O)C(CCSC)N1C(=O)c2cc(Cl)c(Cl)cc2C1=O (stereo not given),0.0,7,2.5,-5
CCCNC(=O)c1c(NC(=O)c2ccccc2F)sc2c1CCC(C(C)(C)C)C2 (stereo not given),0.4,-2,-1.5,9
COc1cc(Nc2nc(NCc3nc4ccccc4[nH]3)c3ncn(-c4ccsc4)c3n2)cc(OC)c1OC,0.1,18,-1.2,3
CSc1cccc(CN2CCN3C(=O)[C@H](Cc4cnc[nH]4)NC(=O)[C@H]3C2)c1,-0.1,-3,0.8,-2
COC(=O)c1ccc(/C=C2\SC(=S)N(C(CCC(=O)O)C(=O)O)C2=O)cc1 (stereo not given),-0.6,-3,-0.7,-7
CCCN1CCC(=NNC(=O)c2cccc(Cl)c2)CC1,0.1,-28,-1.5,7
O=C(COc1ccc(F)cc1)N/N=C/c1ccc(Cl)cc1,0.1,6,-0.8,-2
COC(=O)c1ccc2c(=O)n(CCC3=CCCCC3)c(SCc3ccccc3F)nc2c1,0.1,8,-0.5,4
CCN1C(=O)c2ccccc2S(=O)(=O)c2ccc(C(=O)N3CCCCC3)cc21,-0.1,0,0.2,-3
COP(=O)(OC)c1nc(-c2ccc(Cl)cc2)oc1NCc1ccco1,0.1,1,-0.6,10
COc1ccc(NC(=O)c2cccc(Br)c2)c(OC)c1,-0.1,-44,-0.1,-3
Cc1ccccc1CNC(=O)CN(C)c1nnc(N2CCCC2=O)s1,0.8,-5,-0.4,11
COc1ccc(NC(=O)N(CCO)Cc2cc3c(C)cc(C)cc3[nH]c2=O)cc1,-0.1,-4,0.7,3
Fc1cccc(Cn2nnc(-c3ccc4c(c3)OCO4)n2)c1,0.4,-37,-0.6,3
CCN1CCc2c(sc(NC(=O)c3cc4ccccc4o3)c2-c2nc3ccccc3s2)C1,0.5,6,-0.8,7
Cc1ccc(S(=O)(=O)c2nc(-c3cccc([N+](=O)[O-])c3)oc2N2CCOCC2)cc1,0.2,5,-1.0,25
O=S(=O)(NCCc1csc(-c2ccccc2)n1)c1cc(F)ccc1F,0.1,-11,-0.5,4
c1ccc(CN2CCN(Cc3ccccc3)C2c2ccc3c(c2)OCO3)cc1,-0.1,3,0.5,16
COc1ccc(NC(=O)Cn2nc(C)cc2C(=O)N2CCOCC2)cc1OC,0.1,-4,-1.8,-3
CSc1ccccc1NC(=O)CN1C(=O)C2CC=CCC2C1=O (stereo not given),0.0,-9,1.0,-16
Cc1ccc2c(c1)-c1c(ssc1=S)C(C)(C)N2C(=O)CSc1n[nH]c(-c2ccccc2)n1,-0.2,3,-0.5,19
COc1ccc(CCNc2nc(Nc3ccccn3)nc3nc[nH]c23)cc1,0.1,-5,2.9,6
COCCN1C(=O)c2[nH]nc(-c3ccccc3O)c2C1c1cccc(O)c1 (stereo not given),-0.3,11,-1.0,-5
COC(=O)C1=CN(C2CC2)C=C(C(=O)OC)C1c1cc2c(cc1Br)OCO2,-0.1,-2,0.3,-1

# For convenience, 13 of the compounds above:
SMILES,FBW7 activator,TEAD-YAP block,GPR151 ag,MITF primary
Cc1ccccc1CNC(=O)CN(C)c1nnc(N2CCCC2=O)s1,0.8,-5,-0.4,11
COc1ccc(NC(=O)N(CCO)Cc2cc3c(C)cc(C)cc3[nH]c2=O)cc1,-0.1,-4,0.7,3
Fc1cccc(Cn2nnc(-c3ccc4c(c3)OCO4)n2)c1,0.4,-37,-0.6,3
CCN1CCc2c(sc(NC(=O)c3cc4ccccc4o3)c2-c2nc3ccccc3s2)C1,0.5,6,-0.8,7
Cc1ccc(S(=O)(=O)c2nc(-c3cccc([N+](=O)[O-])c3)oc2N2CCOCC2)cc1,0.2,5,-1.0,25
O=S(=O)(NCCc1csc(-c2ccccc2)n1)c1cc(F)ccc1F,0.1,-11,-0.5,4
c1ccc(CN2CCN(Cc3ccccc3)C2c2ccc3c(c2)OCO3)cc1,-0.1,3,0.5,16
COc1ccc(NC(=O)Cn2nc(C)cc2C(=O)N2CCOCC2)cc1OC,0.1,-4,-1.8,-3
CSc1ccccc1NC(=O)CN1C(=O)C2CC=CCC2C1=O (stereo not given),0.0,-9,1.0,-16
Cc1ccc2c(c1)-c1c(ssc1=S)C(C)(C)N2C(=O)CSc1n[nH]c(-c2ccccc2)n1,-0.2,3,-0.5,19
COc1ccc(CCNc2nc(Nc3ccccn3)nc3nc[nH]c23)cc1,0.1,-5,2.9,6
COCCN1C(=O)c2[nH]nc(-c3ccccc3O)c2C1c1cccc(O)c1 (stereo not given),-0.3,11,-1.0,-5
COC(=O)C1=CN(C2CC2)C=C(C(=O)OC)C1c1cc2c(cc1Br)OCO2,-0.1,-2,0.3,-1
